MgcRacGAP inhibition = MgcRacGAP GTPase-activating activity inhibitors, confirmation, biochemical, ADP Hunter fluorescence | 0.6% of 340,000 active | MgcRacGAP-stimulated Rac1 GTP hydrolysis, ADP Hunter fluorescence; higher % means a stronger effect; GST-tagged Rac1 F28L mutant substrate | inhibition, % at 30 µM, or IC50 in µM where a hit was titrated;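 active means first-screen hits whose inhibition reached a set limit at any dose in the follow-up dose series; inconclusive means inhibition above the set first-screen limit but never retested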;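 further: fluorescence reports GDP produced by GAP-driven GTP hydrolysis; strong numbers were not always called active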
NS5 inhibitors = Dengue-2 NS5 methyltransferase inhibitors, primary screen, biochemical, confirmation dose response (AID 588689); Dengue-2 NS5 methyltransferase capping enzyme assay, biochemical; higher % means a stronger effect; inhibition, % at 25 µM, or IC50 in µM where a hit was titrated; 0.3% of 340,000 active; in the data active means a potency from the dose series; inconclusive means inhibition above about 29% without an active follow-up result
NS5 inhibitors pilot replicate = second read-out of NS5 inhibitors, no call of its own (marks repeat the call); inhibition, %; measured here: pilot screen replicate inhibition
The depositor's hits bear a star; u = inconclusive. These rows are one share of the data; rates above refer to the full screens.

SMILES | MgcRacGAP inhibition | NS5 inhibitors | others
COc1cc(NC(=O)OCc2ccccc2)c2ncccc2c1 | -0.9% | -7.0%
CC(C)Cc1nnc(NC(=O)C2CCCN(C(=O)c3ccc(Cl)cc3)C2)s1 (stereo not drawn) | 18.5% | 0.0%
COC(=O)C1CC2=C(CC(C)(C)CC2=O)N(c2ccccc2)C1=O (stereo not drawn) | 5.9% | -1.6% | NS5 inhibitors pilot replicate=-7.0
CCOc1ncccc1C(=O)NCC(c1ccco1)N1CCCCC1 (stereo not drawn) | -4.4% | 1.6%
CCOC(=O)C1=CN(Cc2cccc(F)c2)S(=O)(=O)N(CC)C1c1ccc(F)c(Cl)c1 (stereo not drawn) | 5.5% | -4.0% | NS5 inhibitors pilot replicate=-1.5
CCSCCCn1[nH]c2ccccc2c1=O | 23.1% | 0.0%
Cc1cccc(C)c1NC(=O)CN(c1c(C)cccc1C)S(C)(=O)=O | 12.3% | -3.4%
CC(C)(C)S(=O)N1Cc2cc(=O)n(Cc3ccccc3)c(CCO)c2[C@H]1CCO (stereo partly drawn) | 3.5% | 3.6% | NS5 inhibitors pilot replicate=0.3
COc1ccc(CNC(=O)COC(=O)c2ccc(S(=O)(=O)NCc3ccco3)cc2)cc1 | 2.6% | -2.9%
O=C(Nc1ccc(Cl)cn1)c1ccccc1-c1ccccc1 | 4.4% | 0.0%
Cc1ccn2c(Cc3ccccc3)c(-c3ccc(Br)cc3)nc2c1 | 9.4% | 4.4%
CNC[C@H]1Oc2c(NC(=O)C3CCCCC3)cccc2C(=O)N([C@H](C)CO)C[C@@H]1C | 0.5% | -1.6%
COc1ccc([C@H]2C[C@@H](O)[C@H](n3cc(C4CC4)nn3)CN2C(=O)C2CCCCC2)cc1 | 2.9% | -1.1%
COc1ccc(C(=O)NCC(c2ccco2)N2CCCCC2)cc1S(=O)(=O)Nc1ccc(C)cc1 (stereo not drawn) | 9.9% | 6.2%
Nc1ccc2c(O)cc(S(=O)(=O)O)cc2c1 | 19.4% | u

Looked up one by one from the entries so far, 4 records:
SMILES | MgcRacGAP inhibition | NS5 inhibitors | others
CC(C)Cc1nnc(NC(=O)C2CCCN(C(=O)c3ccc(Cl)cc3)C2)s1 (stereo not drawn) | 18.5% | 0.0%
Nc1ccc2c(O)cc(S(=O)(=O)O)cc2c1 | 19.4% | u
CC(C)(C)S(=O)N1Cc2cc(=O)n(Cc3ccccc3)c(CCO)c2[C@H]1CCO (stereo partly drawn) | 3.5% | 3.6% | NS5 inhibitors pilot replicate=0.3
O=C(Nc1ccc(Cl)cn1)c1ccccc1-c1ccccc1 | 4.4% | 0.0%

Returning to the listing; the 4 compounds before the break are reprinted first.
SMILES | MgcRacGAP inhibition | NS5 inhibitors | others
CNC[C@H]1Oc2c(NC(=O)C3CCCCC3)cccc2C(=O)N([C@H](C)CO)C[C@@H]1C | 0.5% | -1.6%
COc1ccc([C@H]2C[C@@H](O)[C@H](n3cc(C4CC4)nn3)CN2C(=O)C2CCCCC2)cc1 | 2.9% | -1.1%
COc1ccc(C(=O)NCC(c2ccco2)N2CCCCC2)cc1S(=O)(=O)Nc1ccc(C)cc1 (stereo not drawn) | 9.9% | 6.2%
Nc1ccc2c(O)cc(S(=O)(=O)O)cc2c1 | 19.4% | u
COc1ccc([C@H]2C[C@H](n3cc(COC(=O)c4ccccc4)nn3)[C@@H](O)CN2C(=O)c2cccs2)cc1 | 9.6% | -5.2%
O=C(OCC(=O)N1CCN(c2ccccc2)CC1)c1ccc([N+](=O)[O-])s1 | 2.6% | -1.5%
O=C(COC(=O)c1ccc(Cl)nc1)NCCc1ccccc1 | 3.7% | -8.8%
CCCCCCSc1ccc([C@@H]2[C@@H]3C(=O)N(CC)C(=O)[C@@H]3[C@]3(C(=O)OC)CCCCN23)cc1 | 1.0% | -10.4%
Cc1ccc([N+](=O)[O-])cc1S(=O)(=O)Nc1cccc(S(=O)(=O)NC2=NCCC2)c1 | 1.2% | -1.9%
COc1cccc(CNC(=O)c2ccc(S(=O)(=O)N3CCOCC3)cc2)c1 | 0.6% | 5.1%
Cc1cc(C)n2nc(SC(C)C(=O)Nc3ccccc3F)nc2n1 (stereo not drawn) | -2.1% | -1.6%
CC(=O)c1ccc(OCC(=O)N2CCCC2c2ccc3c(c2)OCCCO3)cc1 (stereo not drawn) | -11.2% | 11.3%
CC(C)(C)[C@H]1COC(=O)CC/C=C\C[C@@H](CC(=O)N(CCO)Cc2ccccc2)C(=O)N1 | 2.0% | -6.6%
CC(c1ccccn1)C(C)(O)C(C)c1ccccn1 (stereo not drawn) | 2.9% | -4.7%
CCC/C=C/c1ccc(CN2C(C(C)C)C(=O)N(Cc3cn(CCC4OCCO4)nn3)CCS2(=O)=O)cc1 (stereo not drawn) | 8.0% | 0.6%
O=C(COC(=O)c1ccc(F)cc1Cl)NC1CCCCCCC1 | 4.8% | -8.8%
C[C@@H]1CN([C@@H](C)CO)C(=O)CCCn2nncc2CO[C@H]1CN(C)C(=O)Nc1ccc(-c2cccs2)cc1 | 19.2% | -6.6%
Cc1c(C(=O)OCC(=O)NC(=O)NC2CCCCC2)cccc1[N+](=O)[O-] | -0.9% | 5.4%
Cc1ccc(C(=O)N(CCc2ccccc2)Cc2ccccc2)cc1S(=O)(=O)N1CCOCC1 | -2.7% | -4.5%
Cc1noc(C)c1-c1csc(N2CCC(C(N)=O)CC2)n1 | 11.1% | -2.0%
Cc1cc2c(c(C)c1CCO)C(=O)[C@H](C)C2 | 2.5% | -5.6%
O=C(CNCc1ccco1)Nc1cc(S(=O)(=O)N2CCOCC2)ccc1N1CCOCC1 | 8.9% | 5.4%
CCC(C)C1/C=C\CC(NC(=O)OCC2c3ccccc3-c3ccccc32)CC(=O)N1Cc1ccccc1 (stereo not drawn) | 5.4% | 0.7%
CN(C)CCCNC(=O)CC1C[C@H](C(=O)N2CCCCC2)[C@@]2(CCc3ccccc3)c3[nH]c4ccccc4c3CCN2C1=O (stereo partly drawn) | 11.0% | -2.6% | NS5 inhibitors pilot replicate=-3.7
COC(=O)[C@]1(Cc2ccccc2)N[C@H](CN(C)C(=O)NC(C)C)[C@@H]2C(=O)N(C)C(=O)[C@@H]21 | 6.4% | -5.6% | NS5 inhibitors pilot replicate=-5.8
COc1ccc(S(=O)(=O)N(C)C[C@H]2Oc3ccc(NC(=O)C4CC4)cc3C(=O)N([C@H](C)CO)C[C@@H]2C)cc1 | 3.4% | -5.6%
CCOC=C1SC(=S)N(c2ccccc2OC)C1=O | 5.3% | -7.5%
CCCn1c(N)c(C(=O)CSc2ncnc3sccc23)c(=O)n(C)c1=O | 3.3% | -3.6%
NC(=O)C(CCc1nc2ccccc2[nH]1)NS(=O)(=O)c1ccccc1 (stereo not drawn) | 12.7% | -2.3%
CC[C@]12c3[nH]c4ccc(OC)cc4c3CCN1C(=O)C(CC(=O)NCCc1ccccn1)C[C@@H]2C(=O)N1CCN(C(=O)c2ccco2)CC1 (stereo partly drawn) | 5.4% | 0.3% | NS5 inhibitors pilot replicate=-0.9
CCCNCC(=O)Nc1sc2c(c1C(=O)Nc1c(C)n(C)n(-c3ccccc3)c1=O)CCCC2 | 29.3% | 2.7%
O=S(=O)(N[C@H](CO)c1ccccc1)c1ccc(Br)cc1F | 7.0% | 0.0% | NS5 inhibitors pilot replicate=0.9
CC(c1ccc2ccccc2c1)c1ccccc1C(=O)O (stereo not drawn) | 5.2% | 1.1%
COC(=O)C1=C(C)N(Cc2ccccc2)C(=NCc2ccc(OC)cc2)N[C@H]1c1ccccc1 | 6.0% | -16.8%
Cc1ccc(S(=O)(=O)N(C)C[C@@H]2OCCCC[C@H](C)Oc3ccc(NC(=O)Nc4ccc(F)cc4)cc3C(=O)N([C@H](C)CO)C[C@H]2C)cc1 | 14.1% | -0.6%
CC(C)=CCCC(C)=CCN1C(=O)CN(C)C1=O | 5.0% | 0.0%
Cc1noc(C)c1NC(=O)Nc1ccc2c(c1)C(=O)N([C@H](C)CO)C[C@H](C)[C@@H](CN(C)S(=O)(=O)c1cccs1)O2 | 5.9% | 1.6%
Cc1ccc(C(=O)Nc2c(C)n(C)n(-c3ccccc3)c2=O)cc1S(=O)(=O)N1CCCCC1 | 4.8% | 3.0%
Cc1cccc(C)c1N1C(=O)CC(Sc2ccccc2N)C1=O (stereo not drawn) | 10.8% | -5.8%
CC1(CSc2ccccc2)CC(=O)N1 (stereo not drawn) | 3.6% | 0.0%
COc1ccc(NC(=O)CN2C(=O)NC(C)(Cc3ccc(OC)c(OC)c3)C2=O)cc1 (stereo not drawn) | -23.7% | 1.6%
CSc1ccc(CN(C)C(=O)c2ccc(S(=O)(=O)Nc3c(C)n(C)n(-c4ccccc4)c3=O)cc2)cc1 | 10.7% | -9.5%
CC1CCC(NC(=O)CN2C(=O)c3ccccc3S2(=O)=O)CC1 (stereo not drawn) | -2.8% | -2.3%
CC[C@]12c3[nH]c4cc(-c5ccco5)ccc4c3CCN1C(=O)[C@@H](CC(=O)NCCCOC)C[C@@H]2C(=O)N1CCN(C(=O)c2ccco2)CC1 | 8.9% | -5.0% | NS5 inhibitors pilot replicate=-7.0
CC(=O)N1CCN(CC(=O)Nc2cc(S(=O)(=O)N3CCCCC3)ccc2C)CC1 | 5.1% | -6.6%
COc1cccc(NC(=O)CCC2CCN(C(=O)C(OC)c3ccccc3)CC2)c1 (stereo not drawn) | 11.7% | 2.3%
Cc1ccc(C)c(C(=O)OCC(=O)NC(=O)NCc2ccccc2)c1 | 2.4% | -1.1%
CCC/C=C/c1ccc(CN2C(CC(C)C)C(=O)N(Cc3cn(CC4CCCCC4)nn3)CCS2(=O)=O)cc1 (stereo not drawn) | 13.1% | 0.6%
C[C@H]1CCCCO[C@H](CN(C)C(=O)C2CCCCC2)[C@@H](C)CN([C@@H](C)CO)C(=O)c2cc(NC(=O)NC3CCCCC3)ccc2O1 | 10.4% | -1.1%
Nc1cc2c3ccccc3ccc2c2ccccc12 | 28.7% | -2.3%
O=C1NC(Cc2ccc(O)cc2)c2nc3cc(F)c(F)cc3c(=O)n2-c2cc3ccccc3cc21 (stereo not drawn) | -13.3% | -3.5%
CC(C)Oc1ccc(S(=O)(=O)N2CCOCC2)cc1NC(=O)c1nn(C)c(=O)c2ccccc12 | 16.7% | -3.0%
COc1ccc(NC(=O)COC(=O)C2COc3ccccc3O2)cc1OC (stereo not drawn) | 8.2% | 3.5%
COCCCn1c(C(=O)NC2CCCCC2)cc2c(=O)n3cccc(C)c3nc21 | 2.8% | -3.5%
CCOc1ccc(NC(=O)COC(=O)CN2CCCCCC2=O)cc1 | 4.3% | -1.6%
CSc1ccccc1NC(=O)COC(=O)c1ccc(-n2nc(C)cc2C)cc1 | 2.8% | -12.4%
CC1CCC2(CC1)NC(=O)N(CC(=O)Nc1ccc(C(N)=O)cc1)C2=O (stereo not drawn) | 5.3% | 0.0%
O=C(NNC(=O)c1ccccc1Cl)c1ccc2c(c1)OCCO2 | 4.0% | -0.7%
COc1cc(S(=O)(=O)N2CCOCC2)ccc1NC(=O)COC(=O)c1cc(OC)c(OC)c(OC)c1 | 3.8% | 3.0%
Cc1ccc(NCC(=O)N2CCN(S(=O)(=O)c3ccccc3)CC2)cc1F | 4.8% | 2.2%
COc1cc(C2c3[nH]c4ccccc4c3CC3COC(=O)N32)cc(OC)c1O (stereo not drawn) | 1.7% | 0.0%
CC1(c2ccc(Cl)cc2)NC(=O)N(CC(=O)N2CCc3ccccc32)C1=O (stereo not drawn) | 1.4% | -8.9%
CC1CCC2(CC1)NC(=O)N(NC(=O)c1ccc(OC(C)C)cc1)C2=O (stereo not drawn) | 6.2% | 5.8%
Cn1c(=O)c2[nH]c(COc3ccccc3)nc2n(C)c1=O | 0.5% | u
(cont.)
SMILES | MgcRacGAP inhibition | NS5 inhibitors | others
O=C1CN(C(=O)COC(=O)c2ccc(C(F)(F)F)cc2)c2ccccc2N1 | 0.8% | -2.2%
O=C(NCC(c1ccco1)N1CCCC1)c1sc2cc(F)ccc2c1Cl (stereo not drawn) | 0.5% | 5.6%
CCN(CC(=O)NCc1cccs1)C(=O)/C=C/c1ccc(F)cc1 | 11.7% | 2.2%
COc1ccccc1-c1sc2ccccc2c1-c1ccc(O)cc1 | 8.8% | -2.3% | NS5 inhibitors pilot replicate=-5.1
COCCCn1c(SCC(=O)c2c(N)n(C3CC3)c(=O)[nH]c2=O)nnc1-c1ccccc1Cl | 6.8% | -2.9%
O=C(COC(=O)CCC(=O)c1cccs1)Nc1ccccc1C(F)(F)F | 5.8% | 0.0%
Cc1ccc(NC(=O)CSc2nc(N)cc(=O)[nH]2)cc1S(=O)(=O)N1CCCCCC1 | 5.2% | -7.2%
COCC(=O)N1C[C@H]2CON(C)[C@H]2C[C@H]1c1cccc(-c2ccccc2OC)c1 | 15.1% | 2.8%
COc1ccc(-n2c(N)cc(=O)nc2SCC(=O)NC2CCCCC2)cc1 | 6.3% | -8.7%
CCC(=O)c1ccc(OC)c(OC)c1OCc1ccccc1 | 7.2% | -5.8%
Cc1cccc(NC(=O)C(C)Oc2ccc(C)nc2[N+](=O)[O-])c1 (stereo not drawn) | 4.4% | -7.7%
COc1ccccc1CC(O)CC1c2c(cc3c(c2OC)OCO3)CCN1C (stereo not drawn) | 7.3% | -7.9%
COc1ccc(NC(=O)N(C)C[C@@H]2OCc3ccccc3-c3c(n(C)c4ccccc34)C(=O)N([C@H](C)CO)C[C@H]2C)c(OC)c1 | 13.7% | -2.8%
COCC(C)n1c(C)cc(C(=O)COc2ccc(N(C)S(=O)(=O)c3ccc(NC(C)=O)cc3)cc2)c1C (stereo not drawn) | 0.3% | -0.7%
COc1cc(NC(=O)CCN2CCN(c3ccccc3OC)CC2)cc(OC)c1 | 7.0% | -2.9%

Compound activity (PubChem BioAssay)
